IkB sig inh – IkB pathway inhibition in ABC-DLBCL cells. ABC-DLBCL IkBa-CBG/CBR dual luciferase ratio, 4 h; response scale: scaled: untreated 0%, proteasome inhibitor 100%. Potency, µM (series often up to 57.1 µM), without a hit: at the top dose IkBa stabilization activation. hit rate 0.04% among 110,000; active = well fitted curve in the direction sought with a large enough effect in the signal ratio, not every such curve was filed as active; inconclusive = small, poorly fitted or top-dose-only effect, or a change in a side signal; the % refers to the signal ratio;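 note: the direction sought is a rising ratio; 0% = basal untreated cells and 100% = reference inhibitor full response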
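In this assay, an IκBα–CBG68 fusion accumulates when IKK-driven degradation is blocked; native CBR normalizes for cell number. OCI-Ly3 cells were treated 4 h with compound and doxycycline, then green and red light read after Chroma-Glo addition.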
p53ts 39C kill – cytotoxicity in p53ts cells at nonpermissive temperature; H1299-p53A138V viability at 39C, ATP luminescence, 24 h; hit rate 1.5% among 130,000; Potency, µM (series often up to 46.1 µM), for inactives: at the highest dose activity change, negative = cell killing, most hits filed as cytotoxic; note: nearly all actives have a fitted effect of over 55% in size
Peg3 imprint – induces erasure of genomic imprints in mouse ES cells. mouse ES Peg3-LacZ reporter, beta-gal luminescence, 40 h. AID 1948. Potency, µM (series often up to 60.7 µM), without a hit: at the top dose activity change, positive = activation, actives largely listed as activators. hit rate 0.02% among 110,000;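 note: 0% = negative control wells on the plate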
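Imprint erasure is scored as LacZ activity from the silenced maternal Peg3 allele in feeder-free female ES cells cultured 40 h with LIF. Luminescence is normalized to in-plate negative controls and fitted to the Hill equation.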
p53ts 32C kill – p53ts cell cytotoxicity, permissive temperature. H1299-p53A138V at 32C, ATP luminescence viability, 24 h. Potency, µM (doses to about 46.1 µM), for inactives: top-dose activity change, negative = cytotoxicity, most hits filed as cytotoxic. AID 924. hit rate 0.93% among 130,000;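 note: 0% = DMSO and -100% = full killing by reference compound; nearly all actives have a fitted effect of over 55% in size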
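Cells: H1299 p53ts (A138V), 600/well, pre-incubated 16–30 h at 37C. Cpd up to 46 uM, 24 h, 32C. Readout: ATPlite luminescence, 20 min RT. Normalization: DMSO vs tamoxifen 100 uM. AC50 by Hill equation.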
The depositor's hits bear a star; ? = inconclusive; . = not tested or not shown; [ ] = another dose, or the depositor's remark. Unless noted, calls come from the whole dose curve; as a rule, active = well fitted curve in the direction sought with a large enough effect; inconclusive = small, poorly fitted or top-dose-only effect, or another doubt; inactive = no such curve, though single readings can be large; an effect the other way counts as inactive or inconclusive. Unless noted, % is set by controls: 0 for no effect and ±100 for the full control effect; potency is the fitted concentration of half-maximal effect.

Second line of a record: IkB sig inh | p53ts 39C kill | Peg3 imprint | p53ts 32C kill
COc1ccc(/C=C(\C#N)C(N)=O)c(OC)c1
→ -1.3%[11.4 µM] | 7%[9.22 µM] | 5%[10.9 µM] | 6%[9.22 µM]
O=C(CSc1nc(-c2ccc(F)cc2)cs1)N1CCN(C(=O)c2ccco2)CC1
→ ? | 0% | -29% | -9%
COc1cc(CNc2ccc3[nH]c(=O)[nH]c3c2)cc(Cl)c1OCC(=O)NC(C)(C)C
→ 0.2% | 5% | 20% | 6%
CCn1nc(CC(=O)Nc2ccc(-n3cnnn3)c(C)c2)c2ccccc2c1=O
→ -0.9% | -6% | 3% | 0%
CCCCCN1C(C(=O)c2ccccc2)=C(OC(=O)CC)c2ccccc2S1(=O)=O
→ -1.2% | -7% | -21%[10.9 µM] | ?
Fc1ccccc1C(NCCc1ccc(Cl)cc1)c1nnc(-c2ccccc2)o1 (configuration not stated)
→ ? | -3% | -6%[10.9 µM] | 9%
Cc1cc(=O)n(Cc2ccccc2)c2c1c(C)nn2C
→ -1.4% | -21% | -10%[10.9 µM] | -7%
COc1ccc(N2CCN(C(CNC(=O)c3ccco3)c3cccnc3)CC2)cc1 (configuration not stated)
→ 1.0% | -3% | -2% | 19%
COc1ccc(-n2c(Cc3cccn3C)nnc2SCC(=O)Nc2ccc(F)cc2F)cc1
→ 6.4% | -4% | -12% | 6%
Cc1nn(C(C)c2n[nH]c(=S)n2-c2cccc(Cl)c2)c(C)c1[N+](=O)[O-] (configuration not stated)
→ . | 5% | . | 9%
CCC1CCCCN1S(=O)(=O)c1ccc(NC(=O)c2cc(=O)c3ccccc3o2)cc1 (configuration not stated)
→ ? | -12% | 18%[10.9 µM] | -6%
COc1ccc2cc3cc(C(=O)NCCN4CCN(c5ccccc5F)CC4)oc3nc2c1
→ -1.7% | -8% | -11% | -28%
Cc1cc(C)cc(NC(=S)N=Nc2c(O)n(C)c3ccc(S(=O)(=O)N4CCOCC4)cc23)c1
→ . | ? | . | ?
CCOC(=O)C1=C(CC)Nc2ccccc2N=C1NC(=O)Cn1cnc2ccccc2c1=O
→ -1.1% | 8% | 5% | 1%
O=C(NCc1ccccc1)c1cccc(NC(=O)N2CCSc3ncccc32)c1
→ -0.5% | 27% | -5%[10.9 µM] | 0%
CCN1CCC[C@@H](OC(=O)C(c2ccccc2)c2ccccc2)C1
→ 0.1%[25.6 µM] | 2%[20.6 µM] | -10%[16.8 µM] | -2%[20.6 µM]
CCN(CCCNC(=O)CCCn1c(=O)[nH]c2ccccc2c1=O)c1cccc(C)c1
→ 1.4% | -9% | 2% | 3%
CC(=O)N1C(=O)C2(Nc3ccccc3N2)c2ccccc21
→ 0.0% | 11% | -8% | -6%
CCN(Cc1ccccc1)C(=O)CCS(=O)(=O)c1ccc2c(c1)oc(=O)n2C
→ -2.1% | -17% | -4%[10.9 µM] | 11%
COc1ccc(Cc2nnc3n2N=C(c2cc4ccccc4o2)CS3)cc1OC
→ ? | -4% | -16% | 2%
Cc1nn(-c2ccccc2)c2sc(C(=O)OC3CCOC3=O)cc12 (configuration not stated)
→ 1.9% | -2% | 1% | -5%
COc1cccc(N2CCN(C(=O)CN(c3ccc(C)cc3)S(=O)(=O)c3c(C)n[nH]c3C)CC2)c1
→ -2.4% | -6% | -18% | 6%
CCOc1ccc(NC(=O)c2cnc3sc(N4CCOCC4)nn3c2=O)cc1
→ 1.3% | 3% | -11%[10.9 µM] | -6%
C[C@@]12C=CC(=O)C=C1CC[C@@H]1[C@@H]2[C@H](O)C[C@]2(C)[C@@H]1CC[C@]2(O)C(=O)CO
→ ? | -8%[20.6 µM] | -12%[16.8 µM] | 4%[20.6 µM]
Cc1n[nH]c(C)c1S(=O)(=O)N1CCCC(C(=O)Nc2ccc(Cl)cc2)C1 (configuration not stated)
→ 0.6% | -4% | -8%[10.9 µM] | 2%
c1cc2c3c(cccc3c1)NC1(CCCCCC1)N2
→ ? | 9% | -8% | -4%
Cc1nc2c(c(=O)n1Cc1ccco1)c1nc3ccccc3nc1n2Cc1ccccc1
→ ? | -4% | -19% | -2%
O=C(NCCc1ccc(Cl)cc1)C(=O)NCC(c1ccco1)S(=O)(=O)c1cccs1 (configuration not stated)
→ ? | -16% | 1%[10.9 µM] | 8%
O=C(c1ccccc1)N1c2ncnn2C2(CCCCC2)[C@@H]2CCCC[C@@H]21
→ ? | 4% | -12%[10.9 µM] | -4%
Cn1c(=O)c2c(O)cc(=O)[nH]c2n(-c2ccccc2)c1=O
→ -0.8% | 5% | 10% | 2%
O=C(c1cc(C(F)(F)F)cc(C(F)(F)F)c1)N1CCC2(CCCN(Cc3nccs3)C2)CC1
→ 4.1%[11.4 µM] | 0% | . | -6%
Oc1cccc2ccc(Nc3ccccn3)nc12
→ . | 10µM* | . | 16µM*
Cc1nc2ccccc2c(=O)n1-c1ccc(NC(=O)c2ccc([N+](=O)[O-])cc2)cc1
→ -1.9% | 9% | 8%[10.9 µM] | 0%
CCOc1ccccc1NC(=O)C1CCN(S(=O)(=O)c2c(C)noc2/C=C/c2ccc(C)cc2)CC1
→ ? | -3% | -8%[10.9 µM] | -2%
CCc1ccccc1Nc1nc2ccccc2n2cnnc12
→ ? | ? | 11%[10.9 µM] | 4%
CCC(=O)N1CCN(c2ccccc2NC(=O)COc2ccccc2Cl)CC1
→ 0.7% | 12% | -18% | 1%
CC(C)[N+](C)(CCOC(=O)C1c2ccccc2Oc2ccccc21)C(C)C
→ 2.0%[25.6 µM] | -7% | -11% | 0%
COC(=O)[C@@H]1C[C@@]2(O)[C@@H](O)[C@@H](O)[C@@H](O)C[C@H]2N1Cc1ccc(C(F)(F)F)cc1
→ . | -5% | -5% | 4%
COc1ccc(C2CC(=O)Nc3c2c(=O)nc2c(C)cccn32)cc1 (configuration not stated)
→ 0.0% | 26% | 5%[10.9 µM] | -2%
Cc1ccc(C)c(Nc2nnc(-n3nc(C)cc3C)c3ccccc23)c1
→ 25% | 9% | 7%[10.9 µM] | 13%

Retrieved one by one from the list above:
Second line of a record: IkB sig inh | p53ts 39C kill | Peg3 imprint | p53ts 32C kill
CCc1ccccc1Nc1nc2ccccc2n2cnnc12
→ ? | ? | 11%[10.9 µM] | 4%
O=C(c1cc(C(F)(F)F)cc(C(F)(F)F)c1)N1CCC2(CCCN(Cc3nccs3)C2)CC1
→ 4.1%[11.4 µM] | 0% | . | -6%
Cc1ccc(C)c(Nc2nnc(-n3nc(C)cc3C)c3ccccc23)c1
→ 25% | 9% | 7%[10.9 µM] | 13%
Oc1cccc2ccc(Nc3ccccn3)nc12
→ . | 10µM* | . | 16µM*

Following part
Second line of a record: IkB sig inh | p53ts 39C kill | Peg3 imprint | p53ts 32C kill
Cc1ccccc1Cn1ccc(NC(=O)c2cnn3cccnc23)n1
→ -1.3% | 6% | -11% | 1%
Cc1ccc(OCCCn2c(CCNC(=O)C3CCCCC3)nc3ccccc32)c(C)c1
→ ? | ? | -12%[10.9 µM] | 4%
O=C1C(c2ccc(F)cc2)N(Cc2ccc3c(c2)OCO3)C(=O)CN1C1CCCCC1 (configuration not stated)
→ -1.3% | 3% | -9% | 5%
COc1cccc(C(c2sc3nc(-c4ccco4)nn3c2O)N2CCN(c3ccccc3F)CC2)c1 (configuration not stated)
→ ? | -7% | -8%[10.9 µM] | 8%
C=C(C)CSc1nnc(-c2ccccc2)n1N
→ -1.0% | -4% | -19% | -3%
O=S1(=O)C=CC(Sc2nc3ccccc3[nH]2)C1 (configuration not stated)
→ 0.2% | -3% | 2% | 5%
O=C(CCC1N=C2c3ccccc3N=C(SCc3cccc(Cl)c3)N2C1=O)NCc1ccco1 (configuration not stated)
→ 0.7% | -16% | 1% | 5%
CC1Cc2ccccc2N1C(=O)c1cccnc1 (configuration not stated)
→ -2.5% | 2% | 10% | 3%
Cc1ccccc1OCCn1c(=O)sc2ccccc21
→ . | 6% | . | -19%
Cc1ccc(Nc2cc(C)c(C#N)c3nc4ccccc4n23)c(C)c1
→ 8.9% | 9% | -8%[10.9 µM] | -5%
O=C(Cn1c(=O)nc(-c2ccccc2)c2ccccc21)NCc1ccccc1Cl
→ ? | -8% | 5%[10.9 µM] | -1%
Cc1nnc(SCc2ccc(CC(=O)O)cc2)o1
→ -0.9% | -1% | -2% | 4%
Cc1ccc(Cc2nnc3n(-c4ccccc4)nc(C(=O)c4ccccc4)n3c2=O)cc1
→ . | 11% | . | 3%
O=S(=O)(c1ccc(F)cc1)N(CC(O)Cn1c2ccccc2c2ccccc21)c1ccccc1 (configuration not stated)
→ ? | ? | -11%[10.9 µM] | 12%
COc1ccc(-c2cc(-c3ccccc3O)[nH]n2)cc1OC
→ ? | -19% | -47%[inhibitor] | -29%
CCOC(=O)c1ccc(NC(=O)C(=O)NCc2ccco2)cc1
→ 1.6% | -7% | -6%[10.9 µM] | 6%
COc1ccc(S(=O)(=O)N(CCc2ccccc2)CC(=O)Nc2cccc(OC)c2)cc1
→ ? | -24% | -6%[10.9 µM] | 0%
O=C1N=C(c2ccccc2)C(c2ccccc2)N1 (configuration not stated)
→ 1.0% | 0% | -6% | 1%
Cc1cc2nc(-c3ccc(NC(=O)c4cccnc4)cc3)oc2cc1C
→ -0.5% | 2% | -7% | -4%
COc1cccc(NC(=O)C2CCC(CNS(=O)(=O)c3ccc4c(c3)CC(C)N4C(C)=O)CC2)c1 (configuration not stated)
→ -3.1% | -6% | -24%[10.9 µM] | -10%
CCN(CC)C(=O)NC1CC2CCCC(C1)N2Cc1ccccc1 (configuration not stated)
→ 0.2% | -9% | -10% | 2%
CCn1nc(C(=O)NC2=NCCS2)c2ccccc2c1=O
→ 0.8% | -8% | 0% | -1%
O=C(C1CCCCN1S(=O)(=O)c1ccc(F)cc1)N1CCN(c2ccccc2F)CC1 (configuration not stated)
→ ? | 5% | -17% | -1%
CC(C)OC(=O)/C(C#N)=C/c1ccc(-c2ccc(Cl)c(Cl)c2)o1
→ -1.3% | 12% | -6%[10.9 µM] | -4%
Cc1cccc(NC(=O)Nc2ccc(F)cc2)n1
→ 6.7% | -27% | -17%[10.9 µM] | -25%
COc1ccc(NC(=O)CCSc2nnc(C)s2)cc1
→ 0.7% | 7% | -5% | -1%
COc1ccc2[nH]c(=O)c(CN(CCCN(C)C)C(=O)Nc3ccc(F)cc3)cc2c1
→ 0.2% | 3% | -8% | -7%
O=C(CSc1ccc(-c2ccco2)nn1)NCc1ccccc1Cl
→ . | 14% | . | 15%
C=CCOC(=O)COc1ccc2c(C)c(C)c(=O)oc2c1C
→ 3.7% | -7% | 1% | -4%
Cc1ccc(C(=O)NCC(c2cccs2)S(=O)(=O)c2ccccc2)cc1C (configuration not stated)
→ ? | -19% | 3%[10.9 µM] | -1%
CC(=O)Nc1c(Br)cc(N2C(=O)CCC2=O)cc1Br
→ . | 3% | . | -5%
CCOC(=O)C1=C(C)NC(=O)NC1c1ccco1 (configuration not stated)
→ 0.8% | 6% | 8% | 8%
CC1(C)OCC([C@H](O)C2=CCCCC2=O)CO1
→ . | 3%[9.22 µM] | . | 4%[9.22 µM]
Cc1ccccc1Cn1cc(NC(=O)c2cc(-c3ccc(Cl)cc3)on2)cn1
→ 2.1% | 21% | -1%[10.9 µM] | 7%
Cc1ccc2c(=O)cc(C(=O)Nc3ccc(S(=O)(=O)N(C)Cc4ccccc4)cc3)oc2c1
→ -3.1% | -22% | -8%[10.9 µM] | -10%
Cc1ccc2nc(NC(=O)CNS(=O)(=O)c3ccc(Br)s3)sc2c1
→ ? | -10% | -19% | -13%
Cc1ccc(C)c(N2CCN(S(=O)(=O)c3ccc(C(=O)N(C)C)s3)CC2)c1
→ ? | -15% | -7%[10.9 µM] | -3%
CC(=O)N1CCc2c(sc3c2c(=O)n(-c2ccccc2)c(=O)n3CC(=O)c2ccc(F)cc2)C1
→ 5.5% | -2% | -8%[10.9 µM] | 9%
O=C(Nc1cccc(-c2cn3cccnc3n2)c1)c1ccc2c(c1)OCO2
→ ? | -30% | -56%[inhibitor] | -23%

High-throughput results: PubChem, National Center for Advancing Translational Sciences (NCATS)

An unsorted share of the library; about 1.7% have a hit in one of these screens.
